GAA850 FXN act = FXN promoter activators, primary screen, cell-based, luciferase luminescence, HEK293 lucGAA850; activation, % at 6 µM; hit rate 0.56% among 360,000; HEK293 lucGAA850 FXN promoter luciferase reporter, 24 h; percent of 10 µM SAHA response;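 active = activation above the average of all compounds screened plus 3 SD, cutoff fixed separately per campaign, cut at about 7.5% in these data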;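 also: 0% = DMSO wells and 100% = 10 µM SAHA wells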
rCAG binder = binders of r(CAG) RNA repeats, primary screen, biochemical, fluorescence. r(CAG) RNA repeat, TO-PRO-1 dye displacement fluorescence. inhibition, % at 3 µM. hit rate 1.3% among 370,000;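 active = inhibition above the plate cutoff, the mean of all test compounds on that plate plus 3 SD, cut at about 35% in these data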;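 also: 0% = DMSO alone and 100% = 100 µM mitoxantrone as full dye displacement; higher means more dye released from RNA so lower well fluorescence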
sPLA2-III inh = human group III sPLA2 inhibitors, primary screen, biochemical, QFRET, BODIPY PC-A2 liposome substrate; Group 3 secretory phospholipase A2 (Homo sapiens), Q9NZ20; inhibition, % at 12.2 µM; QFRET BODIPY PC-A2 liposome hydrolysis, fluorescence; AID 743126, 2013; hit rate 0.56% among 370,000;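 active = inhibition above mean plus 3 SD of compounds lying within the high and low control bounds, cut at about 19% in these data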;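 also: 0% = median of test compound wells and 100% = no enzyme DMSO wells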
Target sequence (Q9NZ20 whole entry, looked up): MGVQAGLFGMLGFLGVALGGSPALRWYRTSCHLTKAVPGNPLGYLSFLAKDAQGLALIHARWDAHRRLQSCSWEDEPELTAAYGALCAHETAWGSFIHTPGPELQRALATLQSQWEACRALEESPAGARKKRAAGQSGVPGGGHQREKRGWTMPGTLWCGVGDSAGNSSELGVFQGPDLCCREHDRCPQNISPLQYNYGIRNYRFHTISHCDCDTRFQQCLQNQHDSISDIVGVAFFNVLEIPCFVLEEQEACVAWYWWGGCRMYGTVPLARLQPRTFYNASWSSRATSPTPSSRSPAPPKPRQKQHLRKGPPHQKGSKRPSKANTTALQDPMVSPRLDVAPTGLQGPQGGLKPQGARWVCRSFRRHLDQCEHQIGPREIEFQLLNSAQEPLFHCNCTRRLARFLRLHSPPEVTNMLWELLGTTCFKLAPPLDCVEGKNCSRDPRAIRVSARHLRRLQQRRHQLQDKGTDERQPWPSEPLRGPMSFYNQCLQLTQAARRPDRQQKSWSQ
ASAP1 GAP inh = inhibitors of human ASAP1 ArfGAP activity, primary screen, biochemical, fluorescence polarization; Arf-GAP with SH3 domain, ANK repeat and PH domain-containing protein 1 (Homo sapiens), …; ASAP1-stimulated ARF1 GTP hydrolysis, GDP FP detection; inhibition, % at 16.5 µM; hit rate 0.19% among 360,000; in the data active = inhibition above about 25%;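 also: 0% = vehicle with enzyme and substrate and 100% = no enzyme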
Target sequence (Q9ULH1 325-724 limits assumed): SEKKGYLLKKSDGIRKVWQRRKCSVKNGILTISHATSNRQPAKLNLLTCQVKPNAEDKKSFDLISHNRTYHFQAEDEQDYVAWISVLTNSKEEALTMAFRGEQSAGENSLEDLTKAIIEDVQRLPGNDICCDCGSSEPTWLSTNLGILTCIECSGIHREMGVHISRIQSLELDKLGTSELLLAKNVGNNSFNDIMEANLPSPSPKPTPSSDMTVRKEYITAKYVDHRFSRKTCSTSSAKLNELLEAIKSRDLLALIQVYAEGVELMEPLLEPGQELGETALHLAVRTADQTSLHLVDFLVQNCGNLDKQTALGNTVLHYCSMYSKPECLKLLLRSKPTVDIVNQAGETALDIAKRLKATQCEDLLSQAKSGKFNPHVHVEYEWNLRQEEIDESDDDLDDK
DDE Tn6 FP inh = inhibitors of Tn6 peptide binding to fibrin DD(E), primary screen, biochemical, fluorescence polarization, human fibrin, Tn6 probe; Fibrin DD(E) TRITC-Tn6 fluorescence polarization displacement; AID 720509, 2013; inhibition, % at 8.3 µM; hit rate 0.21% among 370,000; Fibrinogen beta chain (Homo sapiens), P02675;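 active = inhibition above a per-campaign cutoff: mean of compounds within control limits plus 3 SD, cut at about 15% in these data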;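 also: 0% = median of all compound wells on the plate and 100% = blocking peptide control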
ARFGAP1 inhibitor = inhibitors of rat ARFGAP1 GAP activity, primary screen, biochemical, fluorescence polarization, GDP tracer. hit rate 0.26% among 360,000. ADP-ribosylation factor GTPase-activating protein 1 (Rattus norvegicus), Q62848. AID 651572, 2012. inhibition, % at 16.5 µM. Arfgap1-stimulated ARF1 GTP hydrolysis, GDP FP detection;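 active = inhibition above a per-plate limit, mean inhibition of low control wells plus 3 SD, cut at about 25% in these data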;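 also: 0% = DMSO wells with enzyme and 100% = wells lacking Arfgap1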
Target sequence (Q62848 1-136 limits assumed): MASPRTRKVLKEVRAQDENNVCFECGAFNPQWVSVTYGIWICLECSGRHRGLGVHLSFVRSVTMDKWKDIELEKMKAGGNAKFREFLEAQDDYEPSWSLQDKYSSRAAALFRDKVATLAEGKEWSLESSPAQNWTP
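Replicates: Single well per compound | Assay system: Truncated rat Arfgap1 GAP domain | Control set: No-Arfgap1 wells (100%) versus DMSO full-reaction wells (0%) | Times: Enzyme reaction 120 min at 25 °C after 20 min preincubation | Reagent: Human ARF1(Δ1-17)-GTP substrate | Measured by: Tracer-displacement fluorescence polarization with EDTA stop, 620/688 nm | Measure: Percent inhibition of Arfgap1-stimulated GTP hydrolysis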
NPR1 activator = GC-A stimulated cGMP production enhancers – HEK293 GC-A cells, cGMP TR-FRET, EC30 ANP, primary screen; Atrial natriuretic peptide receptor 1 (Homo sapiens), P16066; activation, % at 10 µM; 0% at EC30 ANP, 100% saturating ANP; hit rate 0.14% among 370,000; in the data active = activation above about 40%
ADAM10 inh = human ADAM10 inhibitors, primary screen, biochemical, QFRET, HTS. Disintegrin and metalloproteinase domain-containing protein 10 (Homo sapiens), O14672. recombinant ADAM10, EDANS/DABCYL FRET peptide cleavage, 3 h. inhibition, % at 7 µM. hit rate 0.62% among 370,000. AID 720582, 2013;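 active = inhibition above a per-campaign cutoff equal to the mean of compounds falling between control-based bounds plus 3 SD, cut at about 20% in these data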;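 also: 0% = DMSO wells while the 100% control is not disclosed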
GC-B act = human GC-B receptor activators, primary screen, HEK293 GC-B cells, cGMP TR-FRET, EC30 CNP; activation, % at 10 µM; 0% at EC30 CNP, 100% saturating CNP; hit rate 0.11% among 370,000;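 active = activation at 10 µM reaching about 35% in either raw or pattern-adjusted values, limit read from the data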
proKLK7 act = proKLK7 zymogen activators, primary screen, biochemical, fluorescence intensity; Kallikrein-7 (Homo sapiens), P49862; purified proKLK7, EDANS-DABCYL substrate fluorescence; 100% is mature enzyme control, 0% vehicle; activation, % at 7 µM; hit rate 0.9% among 370,000; AID 652039, 2013;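 active = activation above the mean of all tested compounds plus 3 SD, computed per campaign excluding outliers beyond control limits, cut at about 13% in these data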
* hit, by the source's call; i = inactive; nt = not tested or not shown. No enrichment for hits (roughly 4.5% active in at least one column).

SMILES	GAA850 FXN act	rCAG binder	sPLA2-III inh	ASAP1 GAP inh	DDE Tn6 FP inh	ARFGAP1 inhibitor	NPR1 activator	ADAM10 inh	GC-B act	proKLK7 act
COc1ccc(/C(O)=C2/C(=O)C(=O)N(CCN(C)C)C2c2ccc(F)cc2)cc1Cl (stereo not given)	1.1	3	0	6	-6	10	-1	11	6	0.3
COc1ccccc1Nc1nnc(SCC(=O)NC2CCCC2)s1	0.5	2	0	-8	5	-13	-2	4	1	0.8
COc1ccc(-c2csc(N3C(=O)C4C5c6ccccc6C(c6ccccc65)C4C3=O)n2)cc1 (stereo not given)	-0.1	-1	14	-10	-11	22	1	-7	1	0.2
CCCCN(CC)CCNC(=O)c1cc2c(=O)n(CC)c3ccccc3c2s1	2.1	4	-7	4	6	-3	0	i	0	14*
CCCSc1nnc2nc(C)cc(C)n12	-0.1	1	3	-7	8	3	-2	-18	4	-0.2
C[C@H](CO)N1C[C@H](C)[C@@H](CN(C)C(=O)Nc2ccc3c(c2)OCO3)Oc2ccc(NC(=O)Cn3cnnn3)cc2C1=O	1.4	14	4	5	-5	-15	-1	-7	7	0.2
Cc1cc(C)n(-c2ccc(C(=O)Nc3cc(S(=O)(=O)N(C)C)ccc3Cl)cc2)n1	-0.9	1	-12	-6	0	-1	0	1	3	0.0
O=C(CCc1nc2ccccc2[nH]1)N1CCN(C(=O)c2ccco2)CC1	-0.1	2	-6	-3	-5	5	0	-1	-3	0.1
CCN1CCN(C(=S)c2ccc(O)cc2)CC1	-0.3	-4	6	4	-1	-6	2	-1	1	-0.7
CCCc1ccc(Oc2cc(Cl)nc(N)n2)cc1	6.5	-1	4	5	3	13	0	5	2	-0.6
CCc1nnc(NC(=O)CSc2nc3cccnc3n2C2CCCCC2)s1	-0.7	-1	-24	-6	-3	-4	1	5	0	1.1
COc1cccc(C2C3CN(C)CC=C3C(C#N)=C(N)C2(C#N)C#N)c1OC (stereo not given)	0.5	-3	3	-1	0	-1	-4	-10	7	0.3
Cc1ccccc1NC(=S)N1CCC(C(=O)c2ccc(F)cc2)CC1	-1.1	2	9	5	2	10	1	2	4	0.8
Cc1ccc(Cl)cc1-c1cc(C(=O)Nc2ccc(F)cc2)[nH]n1	3.0	4	-3	1	-6	0	7	6	-2	-0.1
CC#CCCC(=O)N1C=Cc2ccccc2C1C#N (stereo not given)	0.7	0	8	0	0	11	0	5	1	0.4
C(=N\Nc1ccc2nncn2n1)/c1ccccn1	0.4	-1	0	-2	6	4	0	-2	-1	0.1
COc1ccc(C(=O)OCCCc2cc3ccccc3c(=O)o2)cc1	1.9	-3	-1	4	3	-7	0	-16	-4	-0.4
COc1ccc(S(=O)(=O)Cc2ccc(C(=O)N3CCc4ccccc4C3)o2)cc1	-0.6	6	-11	-11	-6	1	-5	2	-12	-0.1
O=C(CSc1ncn(-c2ccccc2)n1)c1cccs1	6.4	-1	-19	8	1	17	1	-5	0	-0.5
CCN(Cc1cnn(C)c1)C(=O)c1cc(COc2ccc3c(c2)CCCC3)on1	3.3	-1	-10	12	-2	7	-3	1	4	0.6
COc1cc(NS(=O)(=O)c2ccc3ccccc3c2)c2ncccc2c1	-0.8	13	24*	-3	2	-2	5	-6	2	-2.2
Cc1ccc(S(=O)(=O)N(C)C)cc1NC(=O)COC(=O)C1=COCCO1	0.7	1	7	3	6	-14	0	-10	-4	0.5
CC1(c2ccccc2)NC(=O)N(CC(=O)NNC(=O)c2cccc(Cl)c2)C1=O (stereo not given)	-0.4	3	-6	-8	4	5	-3	2	1	-0.1
COc1cccc(-n2c(O)c(C=NCc3ccccn3)c3ccccc3c2=O)c1	1.0	-1	12	1	-3	1	6	-57	14	2.1

Brought forward from above: 2 compounds; new compounds follow.
SMILES	GAA850 FXN act	rCAG binder	sPLA2-III inh	ASAP1 GAP inh	DDE Tn6 FP inh	ARFGAP1 inhibitor	NPR1 activator	ADAM10 inh	GC-B act	proKLK7 act
CC1(c2ccccc2)NC(=O)N(CC(=O)NNC(=O)c2cccc(Cl)c2)C1=O (stereo not given)	-0.4	3	-6	-8	4	5	-3	2	1	-0.1
COc1cccc(-n2c(O)c(C=NCc3ccccn3)c3ccccc3c2=O)c1	1.0	-1	12	1	-3	1	6	-57	14	2.1
CCOC(=O)CCNC(=O)CCNC(=O)C(c1ccccc1)c1ccccc1	-1.8	-5	-3	-7	3	-7	-2	15	3	0.9
Cc1c(C=C(C#N)c2ccc([N+](=O)[O-])cc2)c(=O)n(-c2ccccc2)n1C	-1.2	2	4	-11	8	3	-3	10	-3	-0.4
CCCCC(O)(CCCC)C(=O)NN(C(=O)OC)c1ccccc1	0.8	-6	6	-3	1	3	-4	0	-1	-0.1
CC(NC(=O)/C=C/c1ccc(Br)cc1)c1ccc(Cl)cc1 (stereo not given)	1.4	0	2	3	8	-5	4	5	0	0.0
O=C(Cc1ccc(NC2=NC3CS(=O)(=O)CC3S2)cc1)NCc1ccc(Cl)cc1 (stereo not given)	0.6	3	4	7	-6	-4	-1	8	-5	-0.5
CCCOc1ccc(C2C(C(=O)c3ccc(C)o3)=C(O)C(=O)N2Cc2ccco2)cc1OCC (stereo not given)	1.1	17	1	-2	-3	-5	-3	10	-6	0.4
CCc1nn(C(C)C(=O)NCc2ccc(Cl)cc2)c(=O)c2cc3occc3n12 (stereo not given)	-0.3	-1	-9	-3	8	3	-22	-5	-7	-0.7
CCOc1ccc(CC2c3cc(OCC)c(OCC)cc3CCN2C(=O)CN2CCN(C)CC2)cc1OCC (stereo not given)	-1.4	0	-2	-8	-4	3	0	0	5	-0.1
O=C(Nc1cccc(Cl)c1N1CCOCC1)c1ccc2c(c1)OCCO2	-1.4	-1	7	10	-7	4	-8	-2	-4	-0.1
CC[n+]1oc(-c2ccccc2)cc1C	1.0	-1	6	7	-3	2	0	-7	-2	0.0
CC(=O)Nc1ccc(OS(=O)(=O)c2ccc(C)cc2C)cc1	-1.9	-3	-8	5	-4	8	-6	-7	3	-0.1
COC(=O)c1ccccc1NC(=O)CSc1nc(O)c(-c2ccccc2)c(=O)[nH]1	-0.3	2	2	14	0	-2	2	-7	-1	-0.3
O=C(COC(=O)CCCSc1nc2ccccc2[nH]1)Nc1ccc(Oc2ccccc2)cc1	2.4	7	-56	22	-6	10	-17	24*	-2	-0.7
Cc1cc(S(=O)(=O)NC2CCCCC2)c(C)s1	2.4	-6	-1	8	-5	-5	-5	-4	-7	-0.4
Cc1cc2c3c([nH]c2cc1S(=O)(=O)NCc1ccc(CN2CCCCCC2)o1)CC(C)(C)CC3=O	0.1	0	-10	-8	-6	-12	-1	-2	-1	0.1
Cc1ccccc1NC(=O)CSc1nccn1Cc1ccco1	-0.7	-1	0	6	1	-8	0	-11	-1	-0.1
Cc1ccc(OCCCSc2ncccn2)cc1C	1.8	-8	-5	15	-1	-3	3	-6	1	-0.2
O=C(Nc1ccc(Br)c(C(F)(F)F)c1)c1ccccc1	3.9	2	-2	8	-4	10	-3	35*	-14	0.0
COc1cc(OC)cc(C(=O)Nc2cc(C)nn2-c2ccccc2)c1	-2.2	-2	-3	1	-8	-6	0	8	1	-0.5
Cc1cc(C)n2nc(N)nc2n1	0.8	1	12	-3	7	-5	2	-15	5	0.0
CCOc1ccc(-n2c(SCC(=O)NC)nnc2-c2ccco2)cc1	4.2	-6	-3	1	5	0	4	-5	4	0.5
O=c1c2ccccc2nnn1Cc1ccco1	nt	5	0	-8	8	-2	2	-6	7	-0.5
Nc1nc(COC(=O)c2ccco2)nc(Nc2ccccc2)n1	3.4	2	8	8	1	8	-4	-13	-1	-0.1
O=C(CN1C(=O)NC2(CCc3ccccc32)C1=O)NC1CCCCC1 (stereo not given)	-0.8	0	4	-1	-14	-3	-2	5	-2	-0.1
CN1CCc2c(OCc3ccc(F)cc3)cccc2C1=O	0.3	1	-1	-22	2	6	6	-10	0	2.1
N#CCC(=O)N1CCN(C(c2ccccc2)c2ccccc2)CC1	0.6	-3	-53	-5	-2	1	-4	0	1	-0.1
COc1ccc(/C=C/C(=O)OCC(=O)Nc2ccc(S(N)(=O)=O)cc2)cc1OC	1.1	9	-10	13	0	-2	-4	-226	0	-6.3
CC(=O)Nc1cccc(NC(=O)c2ccc(COc3ccccc3)cc2)c1	3.7	4	-1	4	6	20	-1	-1	-1	-0.6
Cc1ccc(-c2nc3ccccc3c(=O)n2O)cc1	2.0	-2	2	7	-7	1	-7	-10	-2	-0.2
Cc1ccc(C(=O)NCC(=O)N2CCN(c3cccc(Cl)c3)CC2)s1	-0.2	3	9	-6	-3	6	-4	-4	-14	0.7
CN(C(=O)CSc1ncnc2c(-c3cccs3)nsc12)C1CCCCC1	nt	15	-2	5	-4	-8	-11	-17	-5	-2.4

A second format for some results above.
SMILES: CCN1CCN(C(=S)c2ccc(O)cc2)CC1
  GAA850 FXN act: -0.3; rCAG binder: -4; sPLA2-III inh: 6; ASAP1 GAP inh: 4; DDE Tn6 FP inh: -1; ARFGAP1 inhibitor: -6; NPR1 activator: 2; ADAM10 inh: -1; GC-B act: 1; proKLK7 act: -0.7
SMILES: CCCc1ccc(Oc2cc(Cl)nc(N)n2)cc1
  GAA850 FXN act: 6.5; rCAG binder: -1; sPLA2-III inh: 4; ASAP1 GAP inh: 5; DDE Tn6 FP inh: 3; ARFGAP1 inhibitor: 13; NPR1 activator: 0; ADAM10 inh: 5; GC-B act: 2; proKLK7 act: -0.6
SMILES: CCc1nnc(NC(=O)CSc2nc3cccnc3n2C2CCCCC2)s1
  GAA850 FXN act: -0.7; rCAG binder: -1; sPLA2-III inh: -24; ASAP1 GAP inh: -6; DDE Tn6 FP inh: -3; ARFGAP1 inhibitor: -4; NPR1 activator: 1; ADAM10 inh: 5; GC-B act: 0; proKLK7 act: 1.1
SMILES: COc1cccc(C2C3CN(C)CC=C3C(C#N)=C(N)C2(C#N)C#N)c1OC (stereo not given)
  GAA850 FXN act: 0.5; rCAG binder: -3; sPLA2-III inh: 3; ASAP1 GAP inh: -1; DDE Tn6 FP inh: 0; ARFGAP1 inhibitor: -1; NPR1 activator: -4; ADAM10 inh: -10; GC-B act: 7; proKLK7 act: 0.3

Assay outcomes (PubChem BioAssay)
